# mcGAS inh: mouse cGAS inhibition by luminescence. Q8C6L5. recombinant cGAS, Kinase-Glo ATP depletion luminescence. AID 1259399. inhibition, % at 12.5 µM. actives 0.15% (n = 160,000);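 further: 0% = negative control wells and 100% = reference inhibitor with no enzyme activity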
# NPYLR7 agonist: mosquito NPYLR7 agonism; HEK293T NPYLR7/Galpha15, GCaMP6s calcium fluorescence; activation, % at 10 µM; actives 0.15% (n = 270,000); in the data active means activation above about 40%;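 further: 0% = vehicle and 100% = reference agonist at the receptor; some compounds past the cut are filed as inactive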
# hcGAS inh: human cGAS inhibition; Q8N884; inhibition, % at 12.5 µM; recombinant h-cGAS, ATP depletion, Kinase-Glo luminescence; actives 0.081% (n = 290,000);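 further: 0% = vehicle reaction and 100% = reaction without DNA for no activity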
# Target sequence (Q8N884 whole entry, looked up): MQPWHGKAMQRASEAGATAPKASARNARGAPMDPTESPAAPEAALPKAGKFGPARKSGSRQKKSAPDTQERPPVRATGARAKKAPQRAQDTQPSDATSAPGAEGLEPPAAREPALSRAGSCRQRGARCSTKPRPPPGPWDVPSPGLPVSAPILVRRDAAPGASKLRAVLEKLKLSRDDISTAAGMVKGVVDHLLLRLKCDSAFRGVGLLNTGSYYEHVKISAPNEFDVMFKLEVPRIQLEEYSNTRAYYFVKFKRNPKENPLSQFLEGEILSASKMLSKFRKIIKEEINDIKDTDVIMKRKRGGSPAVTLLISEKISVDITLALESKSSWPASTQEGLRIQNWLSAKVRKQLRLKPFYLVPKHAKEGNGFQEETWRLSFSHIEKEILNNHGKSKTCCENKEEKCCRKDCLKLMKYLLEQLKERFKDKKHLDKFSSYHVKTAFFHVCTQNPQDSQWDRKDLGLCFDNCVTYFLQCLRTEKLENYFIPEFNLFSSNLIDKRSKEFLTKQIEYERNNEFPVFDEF
# Active calls of the source: *; nt = not tested or not shown; & = joins results of further samples. Unless noted, no stated cut-off is given here; in the data, active means inhibition above about 40%; inactive means the rest.
No.	smiles	mcGAS inh	NPYLR7 agonist	hcGAS inh
1	Cc1cc(Cl)ccc1N1CCN(C(=O)c2ccc(Cl)cc2Cl)C(C)C1=O (stereo unspecified)	-2	0	1
2	CNc1nc(C)cc(N2CC[C@](C)(O)C(C)(C)C2)n1	-5	nt	-11
3	CC(=O)NCCC1=CCCN(Cc2cc(C(F)(F)F)ccc2F)C1	nt	-3	-1
4	Cc1ccc(NC(=O)[C@@H]2CCCN2S(=O)(=O)c2ccccc2F)cc1	-2	-1	-4
5	CC(C)(C)c1csc(NC(=O)c2cccc3c2OCC(=O)N3)n1	-3	0	4
6	CCOC(=O)c1nn(-c2ccccc2Cl)c(=O)cc1OCC(=O)Nc1ccc(Cl)cc1	nt	11	-6
7	COCCNC(=O)CSc1nc(-c2cccc(Cl)c2)nc2c1c(=O)n(C)c(=O)n2C	-7	-3	-5
8	COc1ccc(C(=O)O)cc1S(=O)(=O)Nc1ccccc1C(=O)N1CCOCC1	nt	5	-5
9	CC(C)CCN(Cc1ccc(OS(C)(=O)=O)cc1)C(=O)c1ccc2c(c1)OCO2	-5	-6	-6
10	O=C(NCCNC(=O)c1c(O)c2ccccc2oc1=O)c1c(O)c2ccccc2oc1=O	-7	-6	-7
11	O=C(NC1CCc2ccccc21)c1ccc(-c2cccc(C(F)(F)F)c2)s1 (stereo unspecified)	0	1	3
12	Oc1ccc2ccccc2c1N=Nc1ncn[nH]1	nt	2	-7
13	Cc1c(C(=O)NCC2CCCO2)cnc2c(-c3ccc(C(C)C)cc3)cnn12 (stereo unspecified)	-2	7	1
14	CC(CC(=O)O)CC(=O)NC(C)(C)Cc1c[nH]c2ccccc12 (stereo unspecified)	-5	-7	-3
15	COc1cc2c(cc1OC)CN(c1cc(C(=O)NCc3cccc(C)c3)c3ccccc3n1)CC2	-2	12	-10
16	c1cc2nnnn2nc1NCCCN1CCCCC1	-8	0	-1
17	CC(N)C1CC2CCC1C2 (stereo unspecified)	2	-5&0	-3&3
18	O=C(COCc1ccccc1)N1CCN(C(c2ccccc2)c2ccc(Br)cc2)CC1 (stereo unspecified)	-7	-1	-8
19	CN1CCN(C(=O)c2ccc(-c3cccc(OC(F)(F)F)c3)nc2N2CCOCC2)CC1	-2	16	-5
20	CCCCn1c(=N)c(C#N)cc2c(=O)n3cc(C)ccc3nc21	nt	-2	-2
21	Cc1ccc(Cl)cc1-n1c(CCN)n[nH]c1=O	-15	nt	-7
22	COCCOC1CCN(Cc2cn(C)nc2-c2ccc(C3CCCCC3)cc2)CC1	nt	5	-1
23	Cc1cc(C)cc(C(C)NC(=O)NCc2c(C)noc2C)c1 (stereo unspecified)	nt	-6	-9
24	CCOC(=O)c1nn(-c2ccc(Cl)cc2)c(=O)c2c(NC(=O)COC)scc12	-7	7	-8
25	O=C(c1nc(C2CCCC2)nc2c1OCCO2)N1CCCCC1	0	nt	-8
26	FC(F)Oc1ccc(Cl)c2ccccc12	nt	22	-12
27	Cc1cc(C)c2nc(N(CCn3cccn3)C(=O)c3cccc(F)c3)sc2c1	-3	-17	0
28	Cc1ccccc1C(=O)Nc1ccc(Nc2ccc(-n3cccn3)nn2)cc1	-9	-4	-1
29	Cc1ccc(-c2ccc(=O)n(CCCNC(=O)C3CC3)n2)cc1	nt	-2	-3
30	CN1CCC(NC(=S)N2CCC(COc3ccccc3)CC2)CC1	nt	3	-6
31	CCOC(=O)c1cc(-c2ccc(N3CCN(C(=O)c4cccs4)CC3)cc2)n(-c2ccc(F)cc2)n1	-6	23	-3
32	COc1cc(OC)cc(C(=O)N2CCC(n3c(=O)oc4ccc(C)cc43)CC2)c1	-6	33	-8
33	Cc1ccc(Cn2c(=O)c(N(C)C)c(N)n(C)c2=O)cc1	1	4&1	-11&12
34	O=C(c1nc2ccccn2c1CNC[C@H]1C[C@H]2C=C[C@H]1C21CC1)N1CCCC1	nt	2	-9&0
35	CC(=O)c1ccc(N2C[C@@H]3CN(c4ncccn4)C[C@]3(C(=O)O)C2)nc1	nt	6	-6
36	CC(C)CN1C(=O)SC(Nc2ccccc2)C1=O (stereo unspecified)	-5	16	-8
37	CCN1C(=O)NC(c2ccc(Cl)cc2)C(C(=O)OCCOc2ccccc2)=C1C (stereo unspecified)	nt	1	-4
38	CCOC(=O)N1CCN(C(=S)Nc2ccc(F)cc2)CC1	-6	1	-3
39	N#Cc1ccc(CNc2cncc(Br)c2)cc1	-11	3	-4
40	COc1cc(C(=O)NC(C)c2ccc(O)c(F)c2)ccn1 (stereo unspecified)	nt	-2	-6

# Two records drawn at random from those above:
No.	smiles	mcGAS inh	NPYLR7 agonist	hcGAS inh
7	COCCNC(=O)CSc1nc(-c2cccc(Cl)c2)nc2c1c(=O)n(C)c(=O)n2C	-7	-3	-5
2	CNc1nc(C)cc(N2CC[C@](C)(O)C(C)(C)C2)n1	-5	nt	-11

# (list continues)
No.	smiles	mcGAS inh	NPYLR7 agonist	hcGAS inh
41	CC/C(=N/NC(=O)COc1ccc([N+](=O)[O-])cc1)c1ccc(Br)s1	nt	2	-7
42	CN(C)C(=O)c1ccc(-c2cc3c(Nc4cccc(O)c4)nccc3n2C)cc1	-2	-18	-1
43	CCOC(=O)COc1ccc(Cl)cc1-c1ccnn1-c1ccccc1	nt	-4	-4
44	OCC1(Cc2ccccc2)CCN(Cc2cccc(-n3cccn3)c2)CC1	-11	8	-9
45	CCOC(=O)Cn1c(=NC(=O)c2ccno2)sc2cc(F)cc(F)c21	-8	-8	-9
46	CCN(Cc1ccccc1F)C(=O)c1c[nH]c(=O)[nH]1	-10	nt	-6
47	Cc1ccsc1CN(Cc1ccccc1)C(=O)CN(C(=O)Nc1ccccc1Br)C(C)C	-6	-4	-8
48	CCc1cc(CN(C)C(=O)c2cc(-c3ccc(O)cc3)n[nH]2)on1	-2	-15	-1
49	COc1cc(OC)cc(-c2nnc(SCc3cc(C)ccc3C)n2-c2ccccc2)c1	-7	nt	-7
50	O=C(NCc1ccc(Oc2ccccc2)cc1)c1sc2cc(F)ccc2c1Cl	-7	-9	-8
51	Cc1cc(C)cc(OCCNC(=O)CSCC(N)=O)c1	-17	4	-6
52	Cc1[nH]c(C(=O)O)c(C)c1C(=O)O	-5	1	-2
53	O=S(=O)(c1cccs1)N1CCCCCC1	nt	1	-1
54	N#CCOc1ccc2c(c1)[nH]c1ccccc12	nt	5	-4
55	Cc1cc(-c2ccc(-c3ccn[nH]3)cc2)nc(N)n1	nt	-1	-4
56	CC(C)c1ccc(C(C)NC(=O)c2cccn2C)cc1 (stereo unspecified)	nt	-4	0
57	COc1ccc2c(c1)OCC(C1Nc3ccccc3C(=O)N1C1CC1)=C2 (stereo unspecified)	-9	2&3	0&-3
58	CCc1[nH]n(C)c(=O)c1C1=C(N(C)C2CCCCC2)C(=O)N(c2cccc(Cl)c2)C1=O	-6	-1	-4
59	O=C(CCC1CCCN(Cc2ccc3nsnc3c2)C1)NCc1ccccc1Cl (stereo unspecified)	nt	5	-10
60	N#CC1C(=N)C(C#N)(C#N)C(c2cccc3ccccc23)C2CCCC=C12 (stereo unspecified)	18	3	4

# Compound profiles, as listed above. Order of values: mcGAS inh, NPYLR7 agonist, hcGAS inh
# Listed for O=S(=O)(c1cccs1)N1CCCCCC1 : nt, 1, -1
# Listed for O=C(CCC1CCCN(Cc2ccc3nsnc3c2)C1)NCc1ccccc1Cl (stereo unspecified) : nt, 5, -10
# Listed for N#CCOc1ccc2c(c1)[nH]c1ccccc12 : nt, 5, -4

# The listing continues:
No.	smiles	mcGAS inh	NPYLR7 agonist	hcGAS inh
61	COc1ccc(-n2c(-c3ccccc3)cc(C(=O)N3CCN(C(=O)c4cccs4)CC3)c2C)cc1OC	-3	-3	-5
62	Cc1ccc(C)c(Cn2c(=O)c3c(nc4n3CC(C)CN4Cc3ccccc3)n(C)c2=O)c1 (stereo unspecified)	-4	9	2
63	O=C(C1COc2ccccc2O1)N1CC(=O)N(C2CCCCC2)CC(OCc2cccnc2)C1 (stereo unspecified)	-15	9	-5
64	CCCn1c(-c2cccc(C)c2)n[nH]c1=S	-6	2	-3
65	CCOC(=O)CCc1c(C)nc2ncnn2c1N1CCN(S(=O)(=O)c2sc(NC(C)=O)nc2C)CC1	-5	19	-2
66	CCC(=O)C1CCCN(C(=O)CCc2nnc(CCC3CCCCC3)o2)C1 (stereo unspecified)	-3	-10	0
67	CCCn1c(SCc2nc3scc(-c4ccc(C)s4)c3c(=O)[nH]2)n[nH]c1=O	nt	0	-1
68	Cc1ccccc1C1=NOC(CN(Cc2ccccc2)C(=O)NC(C)(C)C)C1 (stereo unspecified)	-6	16	-7
69	CCC(C)NC(=O)Cn1c(=O)n(-c2ccc(F)c(Cl)c2)c(=O)c2ccccc21 (stereo unspecified)	-9	nt	-2
70	Cc1ccc(NC(=O)Cn2nc(C3CC3)c3cnn(-c4ccccc4C)c3c2=O)cc1Cl	nt	5	-6
71	COc1cn(CC(=O)N2CCc3ccccc32)c(CSc2nnc(C)s2)cc1=O	-6	-8	-6
72	NC(=O)c1ccccc1-c1cccc(C(=O)O)c1	nt	-1	5
73	O=S(=O)(NCC1Cc2ccccc2O1)N1CCCCCC1 (stereo unspecified)	nt	3	2
74	COCCNC(=O)C(NC(=O)c1ccccc1C)C1CCN(C(=O)c2ccc(Cl)cc2)CC1 (stereo unspecified)	-4	-2	-3
75	COCC(=O)Nc1ccc(C)cc1-c1nc(C2CC2)no1	nt	-7	1
76	O=C1OC(=O)C2C3CCC(O3)C12 (stereo unspecified)	-3&-3	-11&1	0&-4
77	O=c1cc(CO)occ1O	nt	-10	-4
78	Cc1nc2nc(N)nn2c(C)c1CCC(=O)NCCC(C)C	-6	5	-4
79	CCc1nc2ccc(C(=O)N3CCN(C)CC3)cn2c1N(CC)CC(=O)N(C)C	-2	11	-6
80	Cc1[nH]c(C)c(S(=O)(=O)N2CCN(CC(C)C)CC2)c1-c1nnc(C2CCC2)o1	-4	nt	-5
81	CC1CC(Nc2nc3c(c(=O)[nH]c(=O)n3C)n2CCCc2ccccc2)CC(C)(C)C1 (stereo unspecified)	nt	2	-1
82	S=c1oc(-c2ccccc2)nn1CN1CCN(Cc2ccccc2)CC1	nt	2	-4
83	Cc1ccc(NC(=O)CN(C)C(=O)Cn2c(=O)oc3cc(Cl)ccc32)cc1	nt	-2	0
84	O=C(NCc1ccc2c(c1)OCO2)c1ccccc1NS(=O)(=O)c1cc(F)cc(F)c1	-4	20	-3
85	CN(CCCC1CCCO1)Cc1ccc2c(c1)OCCO2 (stereo unspecified)	nt	1	0
86	COc1ccc(Cn2cnc3c4cc(C)ccc4n(CC(=O)Nc4cccc(OC)c4)c3c2=O)cc1	-8	-1	-6
87	c1ccc(CN(C2COC2)[C@@H]2C[C@H]3CCOC[C@@]3(c3ccccc3)C2)cc1	-7	18	-1
88	N[C@H](C(=O)O)c1ccc(O)c(C(=O)O)c1	nt	-13	-2
89	Cc1ccc(NC(=O)c2cccc(CN3C[C@H](OC(C)C)[C@@H](O)C3)c2)cn1	-1	9	-3
90	Cc1ccc(CNC(=S)NC2CCCCC2)n1C	-17	-1	-7
91	COC(=O)c1nnn(-c2ccccc2)c1C(=O)OC	-7	11	-10
92	CCCc1[nH]n(-c2ccc(Cl)cc2)c(=O)c1C1=C([n+]2ccccc2)C(=O)N(c2cccc(C)c2)C1=O	-10	-3	-10
93	Clc1cccc(Oc2cc(N3CCCCCC3)ncn2)c1	-5	7	-6
94	O=C(NCc1cccnc1)c1cccc(Nc2c(Oc3ccc4c(c3)OCO4)cnn(-c3ccc(Cl)c(Cl)c3)c2=O)c1	0	-2	4
95	COc1ccccc1-n1ncc2c(C(C)C)n[nH]c(=S)c21	nt	-1	2
96	O=C(CN1CC2CN3CCCCC3C2C1)NCC1CC1 (stereo unspecified)	nt	6	-6
97	Cc1cccc(N(C)c2cc(Nc3ccc(Oc4ccccc4)cc3)nc3ccnn23)c1	-3	-2	-6
98	COc1ccccc1C1CC(c2cc(C)ccc2C)=NN1C(=O)CN1CCC2(CC1)OCCO2 (stereo unspecified)	-6	13	-7
99	COCCN(CC(=O)N(Cc1cccn1Cc1ccc(Br)cc1)C1CCCCC1)C(=O)c1cccc(OC)c1	-3	-1	0
100	COc1ccccc1C(C)NC(=O)CN1CCCC(C(=O)Nc2ccccc2)C1 (stereo unspecified)	nt	-1	-13
101	COCC(=O)Nn1cnc2c(cnn2-c2ccccc2)c1=O	nt	3	-11
102	COc1cccc(NC(=O)N(Cc2ccoc2)C2CCCCC2)c1	nt	8	-7
103	COc1ccccc1C=C1N=C(c2ccc3c(c2)OCO3)OC1=O	nt	6	4
104	COC(=O)C(=O)N1CCN(CC(OCc2cccc(C)c2)c2ccc(Cl)cc2)CC1 (stereo unspecified)	-8	5	-11
105	COCc1cc(C(=O)N2CCC3(CCNC(=O)CC3)CC2)ccc1OC	-16	0	-5
106	COc1cc(-c2cc(C)ccc2F)nc(N)n1	-15	4	-2
107	c1cc(CSc2ccc(-c3ccc4c(c3)OCO4)nn2)ccn1	nt	12	-9
108	COc1cccc(-c2cnc(C(O)c3cc(C)cc(C)c3)[nH]2)c1 (stereo unspecified)	nt	3	-6
109	Cc1nn(C)c(C)c1-c1ccnc(NCc2ccc3c(c2)OCCCO3)n1	nt	8	-6
110	CCCc1c(C(=O)N2CCN(c3nc4cc(C)c(C)cc4nc3C(=O)OCC)CC2)cnn1-c1ccccc1	-4	nt	-7
111	CCc1nc2n(n1)C(=O)C(C(c1ccc(C(F)(F)F)cc1)N1CCN(C(C)=O)CC1)S2 (stereo unspecified)	0	-4	2
112	CCOC(=O)c1nn(CCCc2ccccc2)c2c1CN(Cc1nc3ccccc3[nH]1)CC2	-10	14	2
113	CC(=O)c1ccc(N2CCN(C(=O)c3csc(-c4cc5ccccc5n4C)n3)CC2)cc1	nt	5	-1
